Statin myotox sup: suppression of simvastatin myotoxicity. rescue of ATP level, % at 7.49 µM. C2C12 myotubes + simvastatin, ATP luminescence, 48 h; scaled: DMSO 0, geranylgeraniol control 100. hit rate 0.78% among 330,000;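 active = mean ATP rescue above about 67%, or every replicate alone reaching that limit, limit read from the data, passing the limit was not always enough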;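 also: myotubes were challenged with 10 µM simvastatin during compound exposure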
Casp6 inh: inhibitors of human caspase-6 | P55212 | purified caspase-6, Z-VEID-R110 cleavage fluorescence | inhibition, % at 12.5 µM | hit rate 0.53% among 350,000;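 active = mean inhibition across replicates at least about 35%, with every replicate also reaching that limit, limit read from the data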;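 also: 0% = median of neutral control wells and 100% = no fluorescence left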
Target sequence (P55212 24-179 limits assumed): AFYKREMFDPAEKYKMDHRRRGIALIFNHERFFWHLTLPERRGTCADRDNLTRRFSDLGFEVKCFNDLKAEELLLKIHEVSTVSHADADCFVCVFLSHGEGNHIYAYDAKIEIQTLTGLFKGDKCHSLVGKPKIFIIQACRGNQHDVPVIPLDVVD
Target sequence (P55212 194-293 limits assumed): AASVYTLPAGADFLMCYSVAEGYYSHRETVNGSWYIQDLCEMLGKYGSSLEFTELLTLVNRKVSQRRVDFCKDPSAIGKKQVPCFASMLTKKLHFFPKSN
esBAF inh: inhibitors of esBAF chromatin remodeling in mouse ES cells. Bmi1-luciferase knock-in reporter, 24 h; 100% = twice the neutral-well signal. hit rate 2% among 350,000. AID 602393. reporter increase, % at 12.5 µM; in the data active = activation above about 40%;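 also: 0% = median of the plate's neutral control wells and 100% = double that signal; a rise in the Bmi1 reporter signal indicates esBAF inhibition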
FN deposit inh: fibronectin deposition inhibition; AH1F fibroblasts, Alexa488-fibronectin deposition fluorescence, overnight; inhibition, % at 12.6 µM; hit rate 0.086% among 350,000; AID 743247;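 active = mean inhibition across replicates of 30% or more, regardless of how many single replicates reach that level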;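 also: positive control wells lacked labelled fibronectin entirely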
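Assay system: AH1F fibroblast monolayer, labelled fibronectin deposition. Amount: 10000 cells per well. Also added: labelled fibronectin 24 nM. Compound: single-point pinned compound. Incubation: cell attachment 1 h, compound and FN exposure overnight. Detection: fluorescence after three HBSS washes, excitation 485 nm, emission 525 nm. Read-out: inhibition of fibronectin deposition signal.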
LGR2 antag: blocks bursicon-induced cAMP signaling via Drosophila LGR2; HEK293 LGR2, CRE-luciferase, bursicon-stimulated, 4 h; inhibition, % at 9.99 µM; hit rate 0.35% among 380,000; AID 720647;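 active = drop in luminescence signal, shown as inhibition above about 50% in the replicate tests, limit read from the data, passing the limit was not always enough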;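 also: agonist challenge used bursicon conditioned medium at about half maximal strength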
S100A4 inh HTS: blocks human S100A4 binding to myosin IIA peptide; inhibition, % at 10.7 µM; AID 652163; P26447; hit rate 0.14% among 360,000; S100A4/TAMRA-MyoIIA peptide fluorescence polarization;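 active = mean inhibition of at least 70% across replicates, with every replicate also reaching that level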
Target sequence (P26447 whole entry, looked up): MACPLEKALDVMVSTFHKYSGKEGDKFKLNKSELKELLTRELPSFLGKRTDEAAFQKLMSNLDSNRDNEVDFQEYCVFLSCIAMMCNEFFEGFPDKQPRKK
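Test system – S100A4 monomer (human) · Compound – single-point compound testing · Schedule – 5 min incubation before reading · Probe or stimulus – TAMRA-labelled myosin IIA heavy-chain peptide probe, 5 nM · Benchmarks – neutral control DMSO, positive control TFP · Medium – Calcium-containing HEPES buffer, pH 7.2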
SIRT5 inh: sirtuin-5 (human) deacylase inhibition. Purified SirT5, succinyl-peptide AMC, trypsin-coupled fluorescence. hit rate 1.1% among 330,000. inhibition, % at 15 µM. Q9NXA8; in the data active = inhibition above about 15%
Target sequence (Q9NXA8 whole entry, looked up): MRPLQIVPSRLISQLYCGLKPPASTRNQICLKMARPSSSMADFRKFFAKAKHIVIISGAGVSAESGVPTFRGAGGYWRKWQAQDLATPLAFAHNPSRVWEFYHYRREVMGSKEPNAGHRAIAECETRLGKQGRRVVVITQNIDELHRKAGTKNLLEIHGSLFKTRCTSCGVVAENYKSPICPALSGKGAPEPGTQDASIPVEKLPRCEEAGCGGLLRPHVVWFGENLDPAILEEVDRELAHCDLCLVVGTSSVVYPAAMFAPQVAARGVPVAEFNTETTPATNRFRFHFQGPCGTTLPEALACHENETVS
* hit, by the source's call; / = no result given; & = joins results of further samples. The list is partial (hit frequency here may not be typical).

Start of the data: the first 4 compounds, to show the layout:
SMILES | Statin myotox sup | Casp6 inh | esBAF inh | FN deposit inh | LGR2 antag | S100A4 inh HTS | SIRT5 inh
CCOC(=O)Cn1c(-c2cccnc2)nc(-c2ccccc2)c1-c1ccccc1 | 7 | -3 | -6 | 2 | -1 | 4 | -3
CCCc1cc(=O)oc2cc(OCC(=O)Nc3ccc4c(c3)OCCO4)ccc12 | -3 | / | 0 | -20 | / | / | /
C/C=C/c1ccc([C@H]2[C@@H](CNC(=O)CC)N(Cc3ccccn3)[C@H]2CO)cc1 | -7 | / | -1 | -3 | 1 | / | /
COc1ccc(NC(=O)CN(C)C(=O)c2cccc(NS(=O)(=O)c3ccc(Br)cc3)c2)cc1 | / | 2 | / | 8 | -3 | 0 | -1

The listing, from the first entry:
SMILES | Statin myotox sup | Casp6 inh | esBAF inh | FN deposit inh | LGR2 antag | S100A4 inh HTS | SIRT5 inh
CCOC(=O)Cn1c(-c2cccnc2)nc(-c2ccccc2)c1-c1ccccc1 | 7 | -3 | -6 | 2 | -1 | 4 | -3
CCCc1cc(=O)oc2cc(OCC(=O)Nc3ccc4c(c3)OCCO4)ccc12 | -3 | / | 0 | -20 | / | / | /
C/C=C/c1ccc([C@H]2[C@@H](CNC(=O)CC)N(Cc3ccccn3)[C@H]2CO)cc1 | -7 | / | -1 | -3 | 1 | / | /
COc1ccc(NC(=O)CN(C)C(=O)c2cccc(NS(=O)(=O)c3ccc(Br)cc3)c2)cc1 | / | 2 | / | 8 | -3 | 0 | -1
COc1cccc(-c2ccc3c(c2)O[C@H](CN(C)C(C)=O)[C@@H](C)CN([C@@H](C)CO)S3(=O)=O)c1 | 31 | -2 | -1 | / | 2 | -4 | 0
CCC(=O)Nc1ccc2c(c1)OC[C@H](C)N(C(=O)Cc1ccccn1)C[C@@H](C)[C@H](OC)CN(C)C2=O | -9 | / | 4 | 7 | -12 | 6 | -6
Cc1noc(C)c1NC(=O)Nc1ccc2c(c1)C(=O)N([C@@H](C)CO)C[C@H](C)[C@@H](CN(C)S(=O)(=O)c1cn(C)cn1)OCCCC[C@H](C)O2 | / | -1 | -1 | / | -13 | 0 | -1
O=C(CCCCCN1C(=O)c2cccc3cccc(c23)C1=O)NCc1cccnc1 | 9 | 1 | 14 | 4 | -10 | -2 | 4
CCC(C)Sc1cccc(-c2nc3cc(C)ccn3c2NCc2ccccc2)c1 (configuration not stated) | -160 | 5&0 | -5 | -1&-3 | 6&-25 | -2&12 | -5
Cc1ccc(C)n1-n1c(C)nc2scc(-c3ccccc3)c2c1=O | -6 | / | 4 | -3 | / | / | /
CCc1ccc(C(=O)NNC(=O)c2cccc(S(=O)(=O)N3CCN(C)CC3)c2)cc1 | -4 | 0 | 1 | 1 | -6 | 0 | 8
Cc1ccccc1Cn1cc(NC(=O)c2cc(-c3ccco3)on2)cn1 | -3 | -2 | 18 | 9 | 8 | -1 | 0
COc1cc(CN2CC3(CN(C(=O)Nc4cccc(F)c4)C3)c3c(n(C)c4cc(OC)ccc34)[C@@H]2CO)cc(OC)c1 | / | 1 | / | / | 6 | 8 | 7
Cc1noc(C)c1S(=O)(=O)Nc1ccc2c(c1)C(=O)N([C@@H](C)CO)C[C@@H](C)[C@H](CN(C)C)OCCCC[C@H](C)O2 | / | 0 | -2 | -5 | -9 | 2 | 0
O=C(C1COc2ccccc2O1)N1CCN(c2ccc(F)cc2)CC1 (configuration not stated) | 17 | -1 | 1 | / | 1 | -3 | -2
C[C@@H]1CN([C@H](C)CO)C(=O)c2cccc(NS(=O)(=O)c3cccs3)c2O[C@@H]1CN(C)C(=O)Nc1cccc2ccccc12 | 53 | 1 | 1 | 0 | -17 | 2 | 1
CC(Sc1nnc(NC2CCCCC2)s1)C(=O)N1CCOCC1 (configuration not stated) | 4 | 0 | 5 | -6 | -14 | -2 | 3
C[C@H](O)C#Cc1cnc2c(c1)C(=O)N([C@@H](C)CO)C[C@H](C)[C@@H](CN(C)C(=O)CC1CC1)O2 | 6 | 2 | 4 | 7 | 14 | 9 | -1
CCOc1ccccc1C(=O)Nc1ccccc1O | -22 | / | -6 | -14 | / | / | /
Cc1ccc(NC(=O)CCSc2nnc(-c3ccco3)o2)cc1 | 1 | / | 1 | 5 | / | / | /
Cc1ccc(S(=O)(=O)NCc2ccccc2)cc1 | 8 | 1 | -4 | 0 | -1 | -1 | -8
CC(C)NC(=O)Nc1ccc2c(c1)C(=O)N([C@H](C)CO)C[C@H](C)[C@H](CN(C)C)O2 | 12 | 0 | -1 | / | 12 | -6 | -3
O=C(CN1CCN(c2ccc(O)cc2)CC1)NCC(=O)Nc1ccc(F)c(F)c1F | 2 | 4 | -2 | 3 | -3 | 0 | 2
CCS(=O)(=O)N1CC(=O)N2[C@H](CO)[C@@H](c3ccc(C#CC4CCCC4)cc3)[C@H]2C1 | / | 1 | / | -4 | 4 | 3 | -6
C[C@H]1CN([C@@H](C)CO)S(=O)(=O)c2ccc(-c3cncnc3)cc2O[C@@H]1CN(C)C(=O)C1CCCCC1 | 12 | / | -9 | -18 | -6 | 8 | 2

Random excerpt: two records from the list
SMILES | Statin myotox sup | Casp6 inh | esBAF inh | FN deposit inh | LGR2 antag | S100A4 inh HTS | SIRT5 inh
COc1cccc(-c2ccc3c(c2)O[C@H](CN(C)C(C)=O)[C@@H](C)CN([C@@H](C)CO)S3(=O)=O)c1 | 31 | -2 | -1 | / | 2 | -4 | 0
O=C(CN1CCN(c2ccc(O)cc2)CC1)NCC(=O)Nc1ccc(F)c(F)c1F | 2 | 4 | -2 | 3 | -3 | 0 | 2

Returning to the listing; the 6 compounds before the break are reprinted first.
SMILES | Statin myotox sup | Casp6 inh | esBAF inh | FN deposit inh | LGR2 antag | S100A4 inh HTS | SIRT5 inh
Cc1ccc(NC(=O)CCSc2nnc(-c3ccco3)o2)cc1 | 1 | / | 1 | 5 | / | / | /
Cc1ccc(S(=O)(=O)NCc2ccccc2)cc1 | 8 | 1 | -4 | 0 | -1 | -1 | -8
CC(C)NC(=O)Nc1ccc2c(c1)C(=O)N([C@H](C)CO)C[C@H](C)[C@H](CN(C)C)O2 | 12 | 0 | -1 | / | 12 | -6 | -3
O=C(CN1CCN(c2ccc(O)cc2)CC1)NCC(=O)Nc1ccc(F)c(F)c1F | 2 | 4 | -2 | 3 | -3 | 0 | 2
CCS(=O)(=O)N1CC(=O)N2[C@H](CO)[C@@H](c3ccc(C#CC4CCCC4)cc3)[C@H]2C1 | / | 1 | / | -4 | 4 | 3 | -6
C[C@H]1CN([C@@H](C)CO)S(=O)(=O)c2ccc(-c3cncnc3)cc2O[C@@H]1CN(C)C(=O)C1CCCCC1 | 12 | / | -9 | -18 | -6 | 8 | 2
Cc1cc(NC(=O)OC2CCCCC2)ccc1[N+](=O)[O-] | 42 | 2 | 67* | 5 | -101 | -1 | 0
COc1cccc(C#Cc2ccc([C@H]3[C@H]4CN(S(=O)(=O)c5ccccc5C)CC(=O)N4[C@H]3CO)cc2)c1 | / | -3 | / | / | 5 | -5 | /
O=C(O)CSCCOc1ccc(OCCSCC(=O)O)cc1 | / | -2 | / | 5 | 3 | 10 | -3
Cc1ccc(C(=O)N2CCc3ccccc3C2)cc1S(=O)(=O)N1CCOCC1 | / | 3 | / | -1 | 6 | 4 | -2
CN(C(=O)c1ccc(NC(=O)Cc2ccc(NC(=O)C3CCCN(C(=O)C4CCC4)C3)cc2)cc1)C1CCCC1 (configuration not stated) | -14 | 4 | 3 | 9 | 1 | -1 | -2
C[C@H](NC(=O)C[C@@H]1CC[C@H]2[C@@H](COC[C@@H](O)CN2C(=O)Nc2cccc(Cl)c2)O1)c1ccccc1 | -18 | / | 8 | 0 | -14 | / | /
COc1ccc2[nH]c3ccc(OC)cc3c2c1 | -3 | / | 14 | -5 | / | / | /
CO[C@@H]1CN(C)C(=O)c2ccc(NC(=O)Nc3ccc(Cl)cc3)cc2OC[C@@H](C)N(C(=O)Nc2c(C)noc2C)C[C@H]1C | 26 | -1 | -2 | -16 | 14 | -4 | -4
COc1ccccc1C#Cc1ccc2c(c1)O[C@H](CN(C)Cc1ccccc1)[C@@H](C)CN([C@@H](C)CO)S2(=O)=O | -95 | 1 | 2 | / | 1 | -1 | 9
CCCCn1c(SCC(=O)N2CCCc3ccccc32)nc2c1c(=O)n(C)c(=O)n2C | -9 | -6 | -1 | / | 14 | -3 | 2
CCc1ccccc1NC(=O)C1CCCN1C(=O)Nc1ccc(C)cc1 (configuration not stated) | 8 | 1 | -6 | 5 | -6 | -2 | 0
CC(=O)N(C)C[C@@H]1Oc2cc(C#Cc3cccnc3)ccc2S(=O)(=O)N([C@@H](C)CO)C[C@@H]1C | 1 | 2 | 0 | -2 | 1 | 0 | 1
O=C(O)/C=C/C(=O)N1CCN(Cc2ccc3c(c2)OCO3)CC1 | -4 | -2 | 5 | 0 | 10 | 0 | 0
O=C(CCc1nnc(C2CCCCC2)o1)N1CCC(Oc2cccnc2)CC1 | / | -2 | / | -2 | 5 | 2 | -2
COc1ccc(OC)c(N(CC(=O)N2CCC(C)CC2)S(=O)(=O)c2ccc(OC)c(OC)c2)c1 | 7 | / | 10 | 3 | / | / | /
O=C(Nc1cc(F)ccc1F)N1CC(=O)N2[C@H](CO)[C@H](c3ccc(C#CC4CCCCC4)cc3)[C@H]2C1 | / | -3 | / | / | -2 | 3 | 8
COc1ccc2[nH]c3c(c2c1)CCN1C(=O)C(CC(=O)NCc2ccco2)C[C@H](C(=O)N2CCCCC2)[C@@]31CCc1ccccc1 (some centres not stated) | 26 | -2 | 9 | 4 | 3 | -2 | 1
CCOC(=O)C1CCCN(Cc2c(C(=O)N3CCOCC3)nc3ccccn23)C1 (configuration not stated) | / | -3 | / | -9 | -3 | 1 | 6
CCCOc1ccc(NC(=O)CC2C(=O)N(CC)C(=S)N2CCCN2CCN(Cc3ccccc3)CC2)cc1 (configuration not stated) | -11 | 3 | -6 | 7 | 14 | 3 | -5
O=C(C[C@H]1CC[C@@H](NS(=O)(=O)c2ccc(F)cc2)[C@H](CO)O1)NC1CCC1 | -1 | 25 | 4 | -13 | -8 | 7 | 8
CN(C)c1ccc(N2C(=O)CSC2=S)cc1 | 1 | 14 | 5 | 6 | 21 | -12 | 0
O=C(C[C@@H]1CC[C@@H](NC(=O)NC2CCCCC2)[C@@H](CO)O1)NCc1ccc(F)cc1 | -3 | 0 | -4 | 17 | -7 | 1 | 1
C[C@H](CO)N1C[C@H](C)[C@H](CN(C)C(=O)CN(C)C)Oc2cc(C#CC3CC3)ccc2S1(=O)=O | -1 | 0 | 3 | / | -3 | -9 | 0
CCCC(=O)Nc1ccc2c(c1)OC[C@@H](C)N(Cc1ccncc1)C[C@H](C)[C@H](OC)CN(C)C2=O | -17 | -6 | -30 | -7 | 5 | 121* | 1
CCOc1ccc(CCNC(=O)CCC(=O)c2cccs2)cc1OCC | 3 | 2 | -8 | 0 | -8 | -7 | 0
(further entries)
SMILES | Statin myotox sup | Casp6 inh | esBAF inh | FN deposit inh | LGR2 antag | S100A4 inh HTS | SIRT5 inh
Cc1cccc(Nc2sc(C(=O)c3cc4cc(Cl)ccc4o3)c(N)c2C#N)c1 | -6 | -1 | -5 | -5 | -18 | -22 | -4
C[C@@H]1CN([C@@H](C)CO)C(=O)c2cc(-c3ccc(F)cc3)cnc2O[C@@H]1CN(C)CC1CC1 | 35 | 1 | -1 | 3 | 18 | -12 | -3
O=C(C=Cc1ccc2c(c1)OCO2)OCC=Cc1ccc2c(c1)OCO2 | -1 | -1 | 4 | -13 | -2 | -2 | -1
C[C@@H]1CN([C@H](C)CO)C(=O)Cc2cc(NC(=O)C3CCCCC3)ccc2O[C@@H]1CN(C)C(=O)Nc1ccc(C(F)(F)F)cc1 | -12 | -2 | 4 | / | 9 | 9 | -6
CCOc1ccccc1CNC(=O)Cn1c(=O)oc2ccccc21 | 16 | -3 | 2 | 4 | 13 | 5 | -2
O=C(COc1ccc(Cl)cc1Cl)Nc1ccc(Cl)cn1 | 13 | 0 | -7 | / | 18 | 1 | 1

Screening data deposited in PubChem BioAssay by Broad Institute.
